Assay outcomes from PubChem.
HCT116 survival – survival after telomere uncapping, modulators, primary screen, cell-based (AID 1259312) | HCT116 + Ad-hTR-mut, survival, MTT, 5 d; stronger effect = higher value | fold change at 10 µM | hit rate 4.5% among 4,500;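 active means cell survival measured by absorbance rises more than 2.5-fold over infected cells without compound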;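 further: virus expresses mutant telomerase RNA that uncaps telomeres and kills cells; compound added 2 days after infection so exposure lasts 3 days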
* marks the source's active call; other numbers are inactive results; & = joins results of further samples. A portion of the library; the hit share may differ from the screen's.

Screening O=C(CCl)N1CCc2ccccc21 returned HCT116 survival 3.82*.
Screening CCc1sc(-c2c(C#N)c(N)nc3c2CCCCC3)cc1Br returned HCT116 survival -2.58.
CN1CCN(C(=O)C2c3ccccc3Oc3ccccc32)CC1 was read as HCT116 survival 1.23.
Screening O=S(=O)(c1ccc2oc3ccccc3c2c1)N1CCC(c2ccccc2)CC1 returned HCT116 survival -1.09.
`Cc1nnc(SCC(=O)Nc2sc3c(c2C(N)=O)CCCC3)s1` gave HCT116 survival 1.13.
Screening S=c1[nH]nc(Cc2ccccc2)n1Cc1ccccc1 returned HCT116 survival 1.06.
COc1c2c(c(CN3C(=O)C4CC=CCC4C3=O)c(OC)c1OC)C(=O)OC2 (stereo not drawn) was read as HCT116 survival -1.43.
`CN1C(=O)/C(=C/c2ccc(-c3ccc(I)cc3)o2)SC1=S` gave HCT116 survival -2.75.
`Nc1ncnc2c1ncn2[C@@H]1O[C@H](COP(=O)(O)OP(=O)(O)O)[C@@H](O)[C@H]1O` gave HCT116 survival 1.09&-1.11.
`C/C(=N\NC(N)=S)c1ccco1` gave HCT116 survival 1.35.
For Nc1ccc2cc3ccc(N)cc3nc2c1 the results were HCT116 survival -7.
C=CCn1c(-c2ccc(OCCCCCCCCCC)cc2)n[nH]c1=S was read as HCT116 survival -1.15.
Screening Nc1nc(-c2ccccc2)cc(=S)s1 returned HCT116 survival 1.29.
`Cc1cc(C)c(/C=C(\C#N)C(N)=S)c(C)c1` gave HCT116 survival 1.17.
For CCOC(=O)/C(C#N)=C\Nc1cnc(C)o1 the results were HCT116 survival -1.53.
For O=C(CN1C(=O)c2cccc3cccc1c23)Nc1ccccc1F the results were HCT116 survival -1.2.
Screening Cn1c(CSc2nncc3ccccc23)nc2ccccc21 returned HCT116 survival -2.69.
Screening Oc1c(Cl)cc(Cl)cc1C=Nc1cc(Cl)cc(Cl)c1 returned HCT116 survival inactive.
Screening Cc1nccn1CCC1CCNCC1 returned HCT116 survival 3.27*.
Screening Cc1ccc(OCCSc2ncnc3nc[nH]c23)cc1 returned HCT116 survival -1.11.
For O=C1C(Cl)=C/C(=C(\c2cc(Cl)c(O)c(Br)c2)c2ccccc2S(=O)(=O)O)C=C1Br the results were HCT116 survival -7.51.
`CCn1c2ccccc2c2cc(C3Nc4cc(C)c(C)cc4NC4=C3C(=O)CC(C)(C)C4)ccc21` (stereo not drawn) gave HCT116 survival -1.4.
Clc1ccc(C2=NC(c3ccc(Cl)cc3)c3c(ccc4ccccc34)N2)cc1 (stereo not drawn) was read as HCT116 survival -1.94.
C[C@]12CC[C@@H]3c4ccc(O)cc4CC[C@H]3[C@@H]1CC[C@@H]2OC(=O)CCC1CCCC1 was read as HCT116 survival -1.31.
Nc1ccn(C2CC(O)C(CO)O2)c(=O)n1 (stereo not drawn) was read as HCT116 survival 1.3.
O=c1[nH]nc(C[N+](=O)[O-])c2ccccc12 was read as HCT116 survival 1.05.
Screening O=c1[nH]c(=S)n(-c2ccccc2)c(O)c1C(c1ccccn1)c1c(O)n(-c2ccccc2)c(=S)[nH]c1=O returned HCT116 survival -2.24.
For COC(=O)C1=C(C)N(C)C(C)=C(C(=O)OC)C1c1cccs1 the results were HCT116 survival -2.3.
`O=[N+]([O-])c1cc(C(F)(F)F)ccc1SSc1ccc(C(F)(F)F)cc1[N+](=O)[O-]` gave HCT116 survival 1.2.
Cc1ccc(/C(C#N)=C\c2ccc3c(c2)OCO3)cc1 was read as HCT116 survival -1.01.

Arranged by SMILES length (smallest number first): four of the compounds above
O=c1[nH]nc(C[N+](=O)[O-])c2ccccc12 was read as HCT116 survival 1.05.
For COC(=O)C1=C(C)N(C)C(C)=C(C(=O)OC)C1c1cccs1 the results were HCT116 survival -2.3.
Clc1ccc(C2=NC(c3ccc(Cl)cc3)c3c(ccc4ccccc34)N2)cc1 (stereo not drawn) was read as HCT116 survival -1.94.
Screening O=c1[nH]c(=S)n(-c2ccccc2)c(O)c1C(c1ccccn1)c1c(O)n(-c2ccccc2)c(=S)[nH]c1=O returned HCT116 survival -2.24.

(listing goes on)
Screening CC(Sc1ccc(Cl)cc1)C(=O)NCC1CCCO1 (stereo not drawn) returned HCT116 survival -2.26.
`CCN1/C(=C2\SC(=S)N(C)C2=O)Sc2ccc(Cl)cc21` gave HCT116 survival -1.63.
Screening c1ccc(-c2noc(CN3CCN(C(c4ccccc4)c4ccccc4)CC3)n2)cc1 returned HCT116 survival 1.35.
For S=c1[nH]c2ccccc2n1C12CC3CC(CC(C3)C1)C2 the results were HCT116 survival -1.61.
Screening OCc1cccnc1 returned HCT116 survival 1.07.
For Oc1c(Br)cc(Br)cc1C=Nc1cc(Cl)ccc1Cl the results were HCT116 survival inactive.
Screening CCCCCCOC(=O)Nc1nnc(SCC)s1 returned HCT116 survival -1.37.
Cn1c(=O)c2cc(S(=O)(=O)N3CCCCC3)ccc2n(C)c1=O was read as HCT116 survival 1.04.
`Nc1ncnc2c1ncn2[C@H]1C[C@H](O)[C@@H](COP(=O)(O)O)O1` gave HCT116 survival -1.8.
Screening O=C(Nc1ccc(I)cc1)C1CC(=O)N(c2ccc(F)cc2)C1 (stereo not drawn) returned HCT116 survival 1.06.

Random excerpt: 2 compounds from above.
Screening CC(Sc1ccc(Cl)cc1)C(=O)NCC1CCCO1 (stereo not drawn) returned HCT116 survival -2.26.
Screening CCCCCCOC(=O)Nc1nnc(SCC)s1 returned HCT116 survival -1.37.

(continued)
Screening CSc1ccc(-c2cc(-c3ccc4c(c3)OCO4)[nH]c(=O)c2C#N)cc1 returned HCT116 survival -1.05.
Screening CN(C1CCCCC1)S(=O)(=O)Cc1ccccc1 returned HCT116 survival -1.77.
`OC(c1ccccc1)c1n[nH]c(=S)n1-c1ccccc1` (stereo not drawn) gave HCT116 survival -1.21.
Screening NC(=O)c1c(NC(=O)CCC(=O)O)sc2c1CCCC2 returned HCT116 survival -1.38.
Screening S=c1[nH]nc(-c2ccco2)n1-c1ccccc1 returned HCT116 survival 1.09.
`O=C1NC(=Nc2ccc(F)cc2)S/C1=C/c1cccn1-c1ccc([N+](=O)[O-])cc1` gave HCT116 survival inactive.
Screening O=C(O)/C=C/C(=O)NC1CCCCC1 returned HCT116 survival 3.98*.
For Clc1ccc(-c2nc3sc(-c4ccc(Cl)cc4Cl)nc3s2)c(Cl)c1 the results were HCT116 survival -2.46.
For CC(C)N1C(=O)C(C#N)C2(CCNCC2)C(C#N)=C1S (stereo not drawn) the results were HCT116 survival 1.71.
CC(=O)Nc1nonc1NC(=O)c1sc2cc(Cl)ccc2c1Cl was read as HCT116 survival -1.32.

Among those listed so far, four have a furan ring, fused or not:
Screening O=S(=O)(c1ccc2oc3ccccc3c2c1)N1CCC(c2ccccc2)CC1 returned HCT116 survival -1.09.
`CN1C(=O)/C(=C/c2ccc(-c3ccc(I)cc3)o2)SC1=S` gave HCT116 survival -2.75.
`C/C(=N\NC(N)=S)c1ccco1` gave HCT116 survival 1.35.
Screening S=c1[nH]nc(-c2ccco2)n1-c1ccccc1 returned HCT116 survival 1.09.

Continuation:
Cn1c(-c2ccccc2)n[nH]c1=S was read as HCT116 survival -1.67.
Screening Cc1ccc2[nH]c3c(c2c1)CCNC3=O returned HCT116 survival -1.57.
`CCN=C1S/C(=C/c2cc(C(C)C)c(OC)cc2C)C(=O)N1CC` gave HCT116 survival 1.01.
For O=[N+]([O-])c1cc(Br)cc(C=NCCCCCCN=Cc2cc(Br)cc([N+](=O)[O-])c2O)c1O the results were HCT116 survival inactive.
`O=C(CN1C(=O)c2ccccc2S1(=O)=O)Nc1ccc(F)cc1F` gave HCT116 survival -1.03.
Screening CN(C)S(=O)(=O)Nc1ccc(Cl)c(Cl)c1 returned HCT116 survival 1.12.
Screening Cc1cc(C)nc(/N=C(/N)Nc2ccc(C)c([N+](=O)[O-])c2)n1 returned HCT116 survival -1.56.
CCC(C)NS(=O)(=O)c1c(C)cc(C)cc1C (stereo not drawn) was read as HCT116 survival 1.21.
For CCC(=O)OCC(=O)[C@@]1(OC(=O)CC)[C@@H](C)C[C@H]2[C@@H]3CCC4=CC(=O)C=C[C@]4(C)[C@@]3(F)[C@@H](O)C[C@@]21C the results were HCT116 survival -1.18.
NC(N)=Nc1nc2ccccc2o1 was read as HCT116 survival -1.15.
`CC1(C)CC(=O)C2=C(C1)OC(N)=C(C#N)C2c1cc(Br)cs1` (stereo not drawn) gave HCT116 survival -1.65.
O=C1ON=C(c2cccs2)/C1=C/c1ccco1 was read as HCT116 survival -2.4.
O=C(O)CC1CC(=O)OC1=O (stereo not drawn) was read as HCT116 survival 1.11.
`O=c1c2c([nH]c3ccccc13)CCCC2` gave HCT116 survival -1.37.
`CC(=O)Cn1nnc([N+](=O)[O-])n1` gave HCT116 survival -1.43.
Screening O=C1NCCN1C(=O)Nc1ccccn1 returned HCT116 survival -1.04.
`Cc1[nH]nc2c1C(c1ccc3c(c1)OCO3)C(C#N)=C(N)O2` (stereo not drawn) gave HCT116 survival -1.58.
`COc1cc2nc(SCc3ccon3)[nH]c2cc1OC` gave HCT116 survival -2.21.
O=C1NC(=S)N/C1=C/c1ccc(-c2ccc3c(c2)COC3=O)o1 was read as HCT116 survival -1.71.
Cc1ccc(S(=O)(=O)NCCCn2ccnc2)cc1 was read as HCT116 survival -1.14.
`O=[N+]([O-])c1cccnc1NCCc1cccs1` gave HCT116 survival -2.56.
For CN1CCc2c(sc3c2C(=O)NC(c2ccc(Cl)cc2Cl)N3)C1 (stereo not drawn) the results were HCT116 survival -1.47.
`COC1/C=C/OC2(C)Oc3c(C)c(O)c4c(O)c(c(/C=N/N5CCN(C)CC5)c(O)c4c3C2=O)NC(=O)/C(C)=C/C=C/C(C)C(O)C(C)C(O)C(C)C(OC(C)=O)C1C` (stereo not drawn) gave HCT116 survival inactive.
For c1ccc2ncc(-c3ccc4ccccc4n3)cc2c1 the results were HCT116 survival -2.11.
Fc1ccc(-c2csc(N3CCN(CCCN4c5ccccc5Sc5ccc(C(F)(F)F)cc54)CC3)n2)cc1 was read as HCT116 survival 1.16.
O=[N+]([O-])c1c(Sc2nnnn2C2CCCCC2)ncnc1Sc1nnnn1C1CCCCC1 was read as HCT116 survival 1.21.
For O=C(ON=C1CCCC1)c1sc2ccccc2c1Cl the results were HCT116 survival 1.21.
Screening O=C(Sc1ccc(Cl)cc1)c1ccco1 returned HCT116 survival -2.1.
Cc1nc(NC(=O)CCC(=O)O)sc1C was read as HCT116 survival -1.85.
For COC(=O)C1=C(C)OC(N)=C(C#N)C1c1cc(Br)c(C)s1 (stereo not drawn) the results were HCT116 survival -3.56.
Screening OC[C@H]1O[C@@H](OC[C@H]2O[C@@H](O)[C@H](O)[C@@H](O)[C@@H]2O)[C@H](O)[C@@H](O)[C@@H]1O returned HCT116 survival -1.38.
CN(C)c1ccc(-c2c(C#N)c(N)nc3c2CCCCC3)cc1 was read as HCT116 survival -1.1.
CCc1ccc(C2C(C#N)=C(N)OC3=C2C(=O)CCC3)s1 (stereo not drawn) was read as HCT116 survival 1.35.
CCOC(=O)c1c(NC(=O)CC)sc2c1CCN(C(=O)OCC)C2 was read as HCT116 survival -1.12.
`CC1=CC(C)(C)[N+](C)(C)c2ccccc21` gave HCT116 survival 1.68.
Screening CCN1CCC2(CC1)C(C#N)=C(N)Oc1n[nH]c(C)c12 returned HCT116 survival -1.12.
For N#CC1(C#N)C(c2cccnc2)C(C(=O)c2ccccc2)N2c3ccccc3C=CC21 (stereo not drawn) the results were HCT116 survival -1.
Screening COc1ccc(-c2nn(CN3CCN(C(c4ccccc4)c4ccccc4)CC3)c(=S)n2C)cc1 returned HCT116 survival -1.05.
`COc1ccc(N2C(=S)COC2c2ccc(Br)cc2)cc1` (stereo not drawn) gave HCT116 survival -1.35.
For Cc1ccc(/C=C(/C#N)C(=O)OC(C)C)o1 the results were HCT116 survival 1.01.
Screening O=C1CCc2ccc(NC(=O)C3CC3)cc2N1 returned HCT116 survival 1.83.
`O=c1c2ccccc2sc2cc3ccccc3cc12` gave HCT116 survival -1.04.
For N#Cc1c(N)nc2c(c1-c1ccc(Br)s1)CCCCCC2 the results were HCT116 survival -2.11.
`O=C(ON1C(=O)CCC1=O)ON1C(=O)CCC1=O` gave HCT116 survival -1.28.
For CN1CCN(C(=O)c2sc3ccccc3c2Cl)CC1 the results were HCT116 survival -1.04.
`S=c1nc(-c2cccc(Br)c2)[nH][nH]1` gave HCT116 survival -1.07.
`O=C(c1ccco1)N1CCN(C(=O)c2ccc(COc3ccc4c(c3)CCC4)o2)CC1` gave HCT116 survival -1.54.
c1ccc2c(Cc3ccncc3)c3ccccc3nc2c1 was read as HCT116 survival -1.25.
`O=C(O)C1CSC(c2ccco2)N1` (stereo not drawn) gave HCT116 survival 1.28.
CC(C)(C)C1CC=C2[C@H](C1)[C@@H](c1ccc(Cl)cc1)C(C#N)=C(N)C2(C#N)C#N (stereo partly drawn) was read as HCT116 survival -1.3.
For Cc1cc(C)cc(OCC(=O)N=Nc2c(O)[nH]c3ccccc23)c1 the results were HCT116 survival inactive.
Screening C(=C\c1ccccc1)/CSc1nnc(SC/C=C/c2ccccc2)s1 returned HCT116 survival -2.79.
`CC(C)(C)[Si](C)(C)N1C(=O)C[C@H]1C(=O)O` gave HCT116 survival 1.19.
N#CC1=C(SCC(=O)c2ccc(F)cc2)NC2(CCCC2)C(C#N)C1=O (stereo not drawn) was read as HCT116 survival 1.66.
Screening COc1ccc(/C=C/c2nnc(-c3ccc(Cl)cc3Cl)o2)cc1 returned HCT116 survival -1.14.
C=CCn1c(-c2ccc(OC)cc2)n[nH]c1=S was read as HCT116 survival -2.14.
O=C(O)CN1C(=O)C(=O)c2ccccc21 was read as HCT116 survival 1.08.
For CCN(C1CCCCC1)S(=O)(=O)c1c(C)cc(C)cc1C the results were HCT116 survival -1.44.
